Assay outcomes (PubChem)
esBAF inh – blocks esBAF chromatin remodeling in mouse ES cells. Bmi1-luciferase knock-in reporter, 24 h; 100% = twice the neutral-well signal. reporter increase, % at 12.5 µM. hit rate 2% among 350,000; in the data active means activation above about 40%;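 further: 0% = median of the plate's neutral control wells and 100% = double that signal; a rise in the Bmi1 reporter signal indicates esBAF inhibition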
ARNT TACC3 PPI – disruptors of human ARNT/TACC3 interaction | Q9Y6A5 | AlphaScreen His-ARNT PAS-B/GST-TACC3 binding, luminescence; TACC3 fragment carries E629A point mutation | inhibition, % at 9.99 µM | hit rate 0.66% among 390,000 | AID 623870;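 active means mean inhibition of replicates at least 50% and at least half of replicates each reaching 50%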;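 further: 0% = complete ARNT plus TACC3 wells and 100% = ARNT alone without TACC3; many hits fall short of the cut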
RAD54 branch – RAD54 (human) branch migration inhibition. Q92698. hit rate 0.14% among 360,000. RAD54 Holliday junction branch migration, FAM/BHQ fluorescence. inhibition, % at 10.4 µM;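 active means mean normalized replicate activity at least 40 and at least half of replicates scoring 40 or more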;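 further: 0% = median of neutral control wells and 100% = median of positive control wells; inhibitors cause a drop in the FAM fluorescence signal; in these data hits start at about 50%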
Target sequence (Q92698 whole entry, looked up): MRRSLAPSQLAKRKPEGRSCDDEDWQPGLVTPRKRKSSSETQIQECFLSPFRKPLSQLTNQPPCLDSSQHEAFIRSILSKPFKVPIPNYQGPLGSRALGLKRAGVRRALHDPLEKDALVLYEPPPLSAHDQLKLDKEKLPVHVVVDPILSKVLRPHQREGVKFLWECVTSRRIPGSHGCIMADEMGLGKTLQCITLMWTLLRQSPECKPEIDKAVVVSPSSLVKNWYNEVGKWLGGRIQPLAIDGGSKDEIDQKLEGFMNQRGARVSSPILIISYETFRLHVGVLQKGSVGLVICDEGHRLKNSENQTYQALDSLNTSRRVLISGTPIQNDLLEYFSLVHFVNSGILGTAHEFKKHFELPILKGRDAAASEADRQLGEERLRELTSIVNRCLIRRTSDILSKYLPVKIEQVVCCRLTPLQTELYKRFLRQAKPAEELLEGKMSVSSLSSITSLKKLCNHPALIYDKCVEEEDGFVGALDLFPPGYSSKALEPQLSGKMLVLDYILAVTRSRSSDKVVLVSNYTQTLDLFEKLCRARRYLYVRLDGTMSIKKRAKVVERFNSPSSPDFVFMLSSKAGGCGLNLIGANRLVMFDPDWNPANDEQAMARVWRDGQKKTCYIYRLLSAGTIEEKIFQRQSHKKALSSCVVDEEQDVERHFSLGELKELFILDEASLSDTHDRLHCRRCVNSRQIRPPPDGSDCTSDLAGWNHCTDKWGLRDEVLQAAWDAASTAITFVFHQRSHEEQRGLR
Xi reactivation – X-chromosome reactivation activator; XiGFP mouse fibroblasts, % GFP-positive cells imaging, 3 d; cells co-treated with 5-aza-dC sensitizer; scaled so ellipticine positive control = 100%; activation, % at 7.58 µM; hit rate 0.055% among 360,000; AID 743238;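 active means mean normalized replicate activation at least 10% and every replicate at or above 10%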;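 further: 0% = median of on-plate neutral control wells and 100% = ellipticine 6 µM median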
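System: 68-5-11 XiGFP fibroblast line | Buffer or medium: DMEM containing 5-aza-dC | Compound: Single point | Times: Compounds 3 days, fix/stain 15 min at room temperature | Benchmarks: Positive control ellipticine, 6 µM final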
RAD52 inh – inhibitors of human RAD52 DNA annealing. inhibition, % at 18.7 µM. AID 651710. P43351. hit rate 0.46% among 360,000. recombinant RAD52 DNA annealing, FRET fluorescence;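 active means every replicate showing at least 50% inhibition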
CFTR F508del cor – CFTR F508del correction in bronchial cells; AID 720511; activity (quench increase), % at 7.58 µM; CFBE cells, YFP halide quenching; stimulated with forskolin plus potentiator P3; % fluorescence drop versus neutral controls; hit rate 0.36% among 350,000;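 active means mean added fluorescence quench of at least 8% versus neutral control, with both replicates also reaching 8%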;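 further: cells transiently co-express mutant CFTR-F508del with the halide-sensitive YFP; corrector assay measuring rescue of mutant channel to the surface after 24 h compound exposure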
GSIS activator – GLuc luminescence reporter in INS-1E cells, primary screen for activators of glucose-dependent secretion of insulin. INS-1E GLuc reporter insulin secretion, 2-3 h. AID 743287. activation, % at 16.6 µM. hit rate 0.61% among 370,000;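 active means lowest replicate activation of at least 40%, so every replicate reaches that level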;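 further: 0% = median of neutral control wells and 100% = median of IBMX positive control wells; some compounds called inactive have numbers as strong as hits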
ERAP1 inh – inhibitors of human ERAP1 aminopeptidase; recombinant ERAP1, Leu-AMC fluorescence, 60 min; Q9NZ08; AID 652197; hit rate 0.15% among 340,000; inhibition, % at 10.7 µM;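 active means mean replicate inhibition of at least 30%, or all replicates individually reaching that 30% level; inactive means mean below 30% and not every replicate reaching it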;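 further: 0% = neutral control wells and 100% = L-leucinethiol positive control wells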
* marks the source's active call; other numbers are inactive results; i = inactive; . = no result given. Not all compounds are listed, so the mix of outcomes need not match the whole.

SMILES	esBAF inh	ARNT TACC3 PPI	RAD54 branch	Xi reactivation	RAD52 inh	CFTR F508del cor	GSIS activator	ERAP1 inh
COC(=O)C1=C(c2ccc(C(C)=O)cc2)C[C@@H]2CC[C@H]1N2C(=O)N1CCC(O)(c2ccc(Cl)cc2)CC1	1	5	-3	-0.7	-9	1.8	-28	-2
OC(CN1CCC(c2c[nH]c3ccccc23)CC1)C(F)(F)F (centres undefined)	2	-5	-11	0.0	-21	-2.5	-10	-4
CCc1ccc(NC(=O)CCNC(=O)N2C[C@H]3C[C@@H](C2)c2cccc(=O)n2C3)cc1	12	3	2	.	-20	-1.1	-2	.
Cc1ccc2c(c1)C(c1ccccc1)=NCC(=O)N2	0	-20	-9	0.2	-7	0.1	9	.
O=C(c1ccccc1)C(O)(CN1CCCCC1)c1ccccc1 (centres undefined)	.	-3	1	0.1	-18	-4.1	-8	-6
CCC(C)C12CN3CCN(CC(C)(C3)C1O)C2 (centres undefined)	.	-7	.	0.0	-10	-4.8	18	-3
[N-]=[N+]=NCCN1CCC(O)CCC1=O (centres undefined)	-3	13	4	0.0	-4	-0.5	.	0
O=C(NC1CC1)c1cn(Cc2ccccc2)nc1-c1ccccc1	3	0	.	0.3	-17	2.5	0	0
N#Cc1cccc(-c2ccc([C@H]3[C@@H](CO)N4CCCCN(C(=O)Cc5ccccc5)C[C@H]34)cc2)c1	.	3	6	0.3	-43	4.3	-3	-2
NN=C1C(Cl)=C(Cl)C(Cl)=C1Cl	.	.	.	0.5	-4	-0.7	.	-2
O=S(=O)(c1cccc(C(F)(F)F)c1)N1Cc2ccccc2-n2nncc2C1	3	.	6	0.2	-16	2.9	-9	.
Cc1c(O)ccc(C(=O)CN2CC(C)OC(C)C2)c1O (centres undefined)	6	4	1	0.1	-26	-4.6	19	-1
Cc1ccc(-c2ccc(=O)n(CC(=O)N3CCC4(CC3)OCCO4)n2)cc1	.	-6	3	-0.1	-16	0.8	6	-4
O=C(Cc1cccnc1)N1CCCCN2[C@H](C1)[C@@H](c1ccc(/C=C/c3ccccc3)cc1)[C@@H]2CO	.	9	-4	-0.1	-10	-4.0	-3	5
CC(C)n1c(=O)c(C=Nc2ccc(S(N)(=O)=O)cc2)c(O)n(Cc2ccco2)c1=O	.	-5	.	0.0	-120	.	.	4
CCOC(=O)[C@]12Cc3ccc(C)cc3[C@H]1N(C1CCCCC1)C(=O)c1cc(OC)ccc12	.	.	.	-0.1	-15	20*	4	0
C/C(=N\NC(=O)c1ccccc1O)c1c(O)n(Cc2ccccc2)c(=O)[nH]c1=O	16	-8	-13	-0.1	-45	-2.2	-18	0
O=C1NCN(c2ccccc2)C12CCN(C(c1cccs1)c1nnnn1-c1ccc3c(c1)OCCO3)CC2 (centres undefined)	1	.	1	0.2	-43	-4.0	-34	.
COc1ccccc1CCNCc1ccc(OC)c(OC)c1OC	.	2	.	0.0	-4	6.7	42	0
O=C1NC(=O)C(=Cc2ccc3ccccc3c2)C(=O)N1	-2	4	3	0.0	-18	-2.6	4	26
C[C@@H]1CN(C2CCC(C#N)(c3ccc(F)cc3)CC2)CC[C@]1(C(=O)O)c1ccccc1 (some centres undefined)	2	-4	-6	-0.1	-17	1.2	.	-3
CC[C@@H]1C[C@H]2CC[C@H](O2)[C@H](C)C(=O)O[C@@H](C)C[C@@H]2CC[C@@H](O2)[C@@H](C)C(=O)O[C@H](C)C[C@H]2CC[C@H](O2)[C@H](C)C(=O)O[C@@H](C)C[C@@H]2CC[C@@H](O2)[C@@H](C)C(=O)O1	.	.	.	.	-5	-3.3	-15	-4
COc1ccccc1-n1c(O)c(/C=N/N2CCCCC2)c(=O)n(-c2ccccc2OC)c1=S	1	9	.	0.4	-16	0.4	15	8
CN1CCC(c2c[nH]c3ccc(O)cc23)CC1	3	-2	1	-0.1	16	-17	.	-4
O=C1NC2C(=CC(O)C(O)C2O)c2cc3c(c(O)c21)OCO3 (centres undefined)	.	-1	.	-0.2	-10	-0.7	-26	6
Cc1ccc2occ(CN3CC4CC(C3)c3cccc(=O)n3C4)c(=O)c2c1 (centres undefined)	-3	-2	4	.	-13	1.7	-2	-1
CCOC(=O)Cn1cc(C=C2C(=O)N(C)C(=O)N(C)C2=O)c2ccccc21	-3	-3	-30	0.2	i	-2.8	19	-2
COc1nc(NC(C)C)nc(NC(C)C)n1	2	-2	9	.	.	.	69*	.
CC1CN1P1(=O)OCC(C)([N+](=O)[O-])CO1 (centres undefined)	-8	-2	-8	0.0	-10	4.3	.	-1
C/C(=N\N1CCCCCC1)c1c(O)n(-c2ccc(C)cc2)c(=O)[nH]c1=O	.	-1	-1	0.0	-36	-2.8	3	-2
CCCC(=O)Nc1ccc(N2CCN(CC)CC2)c(Cl)c1	1	-3	-7	.	.	.	5	.
C[C@]12CCC3C(CC[C@H]4C[C@@H](O)CC[C@]34C)C1C[C@@H](Br)[C@@H]2O (some centres undefined)	.	.	.	0.0	4	-0.1	.	0
O=C1CCCC2C3CCCN4CCCC(CN12)C34 (centres undefined)	-3	-17	3	.	-10	-2.1	3	7
Cc1ccc(NP(=O)(Nc2ccc(C)cc2)Oc2ccccc2)cc1	-3	8	-5	0.1	4	-0.1	-32	5
C[C@H](NC(=O)N1C[C@H]2C[C@@H](C1)c1cccc(=O)n1C2)C(=O)Nc1cccc(F)c1	-5	1	10	.	1	1.9	2	.
O=c1c2ccccc2nc(/C=C/c2ccc3c(c2)OCO3)n1-c1ccccc1	1	2	8	0.1	-12	4.9	3	-1
CCC(=O)N1[C@@H]2Cn3c(ccc(-c4ccc(F)cc4)c3=O)[C@H]1[C@@H](C(=O)OC)[C@@H]2CO	2	4	4	0.4	2	.	4	2
COC(=O)C1C2c3ccccc3C(c3ccccc32)C1C(=O)OC (centres undefined)	-1	-2	-1	0.1	2	-0.6	-1	-5
Clc1ccccc1CN1CCN(c2ccccc2)CC1	0	0	6	.	0	.	4	2
O=c1cccc2n1CC1CC2CN(S(=O)(=O)c2ccc(F)cc2)C1 (centres undefined)	.	4	.	0.0	9	3.7	9	2
CN1CCN(C(=O)COc2ccc3ccccc3c2Br)CC1	0	-4	-4	.	11	-1.3	15	2
O=C1CNC[C@H]2[C@H](c3ccc(Br)cc3)[C@H](CO)N12	.	.	.	0.1	6	0.6	-1	-4
COc1ccc(C(c2nnnn2-c2ccc3c(c2)OCCO3)N2CCC(n3c(=O)[nH]c4ccccc43)CC2)cc1 (centres undefined)	3	.	4	0.0	-11	-1.0	-38	.
O=C(Cc1ccccc1)N1CC2(C1)[C@@H](c1ccccc1)[C@@H](CO)N2Cc1cccc(F)c1	.	.	.	0.2	-50	2.8	-20	-3
CC(Cl)(Cl)/C(=N/P(=S)(N1CCOCC1)N1CCOCC1)N1CCOCC1	-1	2	13	0.0	8	0.1	0	0
CCCCn1nnnc1C(CCSC)N1CCC(n2c(=O)[nH]c3ccccc32)CC1 (centres undefined)	-6	.	-1	0.2	-4	4.8	-8	1
CN(C)C(Cc1ccc(C#N)cc1)C(=O)c1ccccc1 (centres undefined)	.	-7	8	0.1	-11	0.2	-4	-7
c1ccc(CN2Cc3ccccc3-n3nncc3C2)cc1	3	.	.	0.0	-14	-2.2	-12	.
COC(=O)C1=C(c2ccc(F)cc2F)C[C@@H]2CC[C@H]1N2C(=O)N1CCOCC1	6	-1	-1	0.0	-9	-1.9	-1	-5
Cc1cccc(NP(C)(=O)c2nc3c(s2)CCCC3)c1 (centres undefined)	25	.	-11	0.1	-20	.	38	11
CCCCn1nnnc1C(C1CC1)N1CCC(n2c(=O)[nH]c3ccccc32)CC1 (centres undefined)	4	.	-8	0.1	-9	3.4	-29	.
Cc1ccc(NC(=O)CCNC(=O)N2C[C@H]3C[C@@H](C2)c2cccc(=O)n2C3)c(C)c1	-4	-3	-10	.	-5	1.1	8	.
C[C@]12C=CC(=O)C=C1CC[C@@H]1[C@@H]2CC[C@]2(C)C(=O)CC[C@@H]12	10	9	8	.	-3	-5.5	1	4
CC(=O)OC1N=C(c2ccccc2)c2ccccc2NC1=O (centres undefined)	1	-2	-2	.	.	.	-1	.
COc1ccc(C(O)C(C)NC(C)C(O)c2ccc(OC)cc2)cc1 (centres undefined)	1	.	4	-0.1	-8	3.4	7	0
CC1(C)C2SCC(=O)N2CCN1CC(=O)NN (centres undefined)	-3	-5	5	0.1	-12	0.1	-7	-5
COC(=O)C1=C(c2cccc(C#N)c2)C[C@@H]2CC[C@H]1N2C(=O)N1CCCC1	-3	-1	7	0.0	-9	-2.3	25	-2
CC1=NN=C(c2ccc(N)cc2)c2cc3c(cc2C1)OCO3	-11	0	4	-0.1	-9	2.1	.	-1
CCOC(=O)C1(CCc2ccccc2)CCN(Cc2ccco2)CC1	.	.	.	0.0	-22	0.9	-10	4
Cc1c(NC(=O)C(C)OC(=O)Cc2ccccc2)c(=O)n(-c2ccccc2)n1C (centres undefined)	-12	-7	5	.	-12	-4.7	10	-2
C=CC[N+]1(C)C2CCC1CC(O)C2 (centres undefined)	-10	-5	-17	-0.1	-1	-2.2	3	2
CSc1ccc(CN2CCN(c3ccccc3C)CC2)cc1	1	1	-4	0.6	-6	0.7	-30	1
O=P(Nc1cccnc1)(Oc1ccccc1)Oc1ccccc1	.	2	.	0.1	-3	.	12	-2

Structural class: those above containing a carbonyl joined to an NH by a bond outside any ring.
SMILES	esBAF inh	ARNT TACC3 PPI	RAD54 branch	Xi reactivation	RAD52 inh	CFTR F508del cor	GSIS activator	ERAP1 inh
CCc1ccc(NC(=O)CCNC(=O)N2C[C@H]3C[C@@H](C2)c2cccc(=O)n2C3)cc1	12	3	2	.	-20	-1.1	-2	.
O=C(NC1CC1)c1cn(Cc2ccccc2)nc1-c1ccccc1	3	0	.	0.3	-17	2.5	0	0
C/C(=N\NC(=O)c1ccccc1O)c1c(O)n(Cc2ccccc2)c(=O)[nH]c1=O	16	-8	-13	-0.1	-45	-2.2	-18	0
CCCC(=O)Nc1ccc(N2CCN(CC)CC2)c(Cl)c1	1	-3	-7	.	.	.	5	.
C[C@H](NC(=O)N1C[C@H]2C[C@@H](C1)c1cccc(=O)n1C2)C(=O)Nc1cccc(F)c1	-5	1	10	.	1	1.9	2	.
Cc1ccc(NC(=O)CCNC(=O)N2C[C@H]3C[C@@H](C2)c2cccc(=O)n2C3)c(C)c1	-4	-3	-10	.	-5	1.1	8	.
CC1(C)C2SCC(=O)N2CCN1CC(=O)NN (centres undefined)	-3	-5	5	0.1	-12	0.1	-7	-5
Cc1c(NC(=O)C(C)OC(=O)Cc2ccccc2)c(=O)n(-c2ccccc2)n1C (centres undefined)	-12	-7	5	.	-12	-4.7	10	-2

Full records as entered above.
`Cc1ccc(NC(=O)CCNC(=O)N2C[C@H]3C[C@@H](C2)c2cccc(=O)n2C3)c(C)c1` reads esBAF inh = -4; ARNT TACC3 PPI = -3; RAD54 branch = -10; Xi reactivation = .; RAD52 inh = -5; CFTR F508del cor = 1.1; GSIS activator = 8; ERAP1 inh = .
`CN(C)C(Cc1ccc(C#N)cc1)C(=O)c1ccccc1` (centres undefined) reads esBAF inh = .; ARNT TACC3 PPI = -7; RAD54 branch = 8; Xi reactivation = 0.1; RAD52 inh = -11; CFTR F508del cor = 0.2; GSIS activator = -4; ERAP1 inh = -7
